ZTA DNA inh = ZTA (EBV) inhibition in EBNA-1 counter-screen; 320,000 tested, 0.15% active; P03206; ZTA-DNA binding, fluorescence polarization; inhibition, % at 11 µM; AID 2234; in the data active = inhibition above about 33%
Target sequence (P03206 whole entry, looked up): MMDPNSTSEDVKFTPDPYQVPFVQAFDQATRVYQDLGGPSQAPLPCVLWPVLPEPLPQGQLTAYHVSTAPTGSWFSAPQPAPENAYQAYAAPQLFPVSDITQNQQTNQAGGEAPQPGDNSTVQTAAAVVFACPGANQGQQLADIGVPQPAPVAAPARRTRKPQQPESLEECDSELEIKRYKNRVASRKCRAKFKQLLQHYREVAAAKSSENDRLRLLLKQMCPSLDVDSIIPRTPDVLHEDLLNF
PAFAH1B3 FP inh = PAFAH1B3 (human) inhibition; Q15102; inhibition, % at 3.39 µM; 340,000 tested, 0.28% active; recombinant PAFAH1B3, FP-rhodamine probe, fluorescence polarization;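 active = inhibition above the screen-wide average of all tested compounds plus 3 SD, cut at about 25% in these data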;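 note: 0% = enzyme with DMSO only and 100% = wells lacking PAFAH1B3 protein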
Target sequence (Q15102 whole entry, looked up): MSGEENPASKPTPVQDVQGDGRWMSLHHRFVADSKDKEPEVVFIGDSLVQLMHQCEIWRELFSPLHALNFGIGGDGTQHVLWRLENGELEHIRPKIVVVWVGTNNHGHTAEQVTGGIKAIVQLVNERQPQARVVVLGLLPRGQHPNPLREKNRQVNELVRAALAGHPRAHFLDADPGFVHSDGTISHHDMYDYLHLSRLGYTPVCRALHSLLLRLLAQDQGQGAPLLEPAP
LYPLA2 counter = counter-screen for PME1 inhibitors: inhibitors of human LYPLA2 | 320,000 tested, 0.38% active | recombinant LYPLA2, FP-Rh probe fluorescence polarization | inhibition, % at 5.9 µM | AID 2177;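 active = inhibition above the screen-wide mean plus 3 SD, limit set per campaign, cut at about 26% in these data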;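 note: 0% = LYPLA2 with DMSO and 100% = wells lacking LYPLA2 enzyme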
PAFAH2 FP inh = inhibitors of human PAFAH2 | Q99487 | recombinant PAFAH2, FP-rhodamine activity probe, fluorescence polarization | inhibition, % at 3.39 µM | 340,000 tested, 0.99% active | AID 492956;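 active = inhibition above the mean over all tested compounds plus 3 SD, cut at about 30% in these data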;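 note: inhibitors block probe labeling of enzyme so polarization drops; 0% = enzyme with DMSO and 100% = wells lacking PAFAH2 protein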
GSTO1 inh = GSTO1 inhibition, counter-screen for RBBP9 inhibitors; P78417; recombinant GSTO1, activity-based probe fluorescence polarization; inhibition, % at 5.96 µM; 300,000 tested, 1.1% active; AID 1974;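 active = inhibition above the campaign mean inhibition plus 3 SD, cut at about 35% in these data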;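 note: 0% = GSTO1-1 with DMSO and 100% = wells lacking GSTO1-1 enzyme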
Target sequence (P78417 whole entry, looked up): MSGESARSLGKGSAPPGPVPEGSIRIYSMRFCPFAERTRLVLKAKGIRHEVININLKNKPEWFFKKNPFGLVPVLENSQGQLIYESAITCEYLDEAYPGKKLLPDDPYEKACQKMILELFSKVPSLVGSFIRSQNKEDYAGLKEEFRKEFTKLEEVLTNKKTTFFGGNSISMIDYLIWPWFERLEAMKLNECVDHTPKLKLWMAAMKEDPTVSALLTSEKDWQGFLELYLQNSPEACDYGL
LYPLA1 counter = blocks human lysophospholipase 1, a PME1 counter-screen; O75608; recombinant LYPLA1, FP-Rh probe fluorescence polarization; inhibition, % at 5.9 µM; 320,000 tested, 0.16% active;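 active = inhibition above the mean of all tested compounds plus 3 SD, set per campaign, cut at about 14% in these data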;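 note: inhibitors block serine hydrolase probe labeling of LYPLA1 so polarization falls; 0% = enzyme with DMSO and 100% = wells lacking LYPLA1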
Target sequence (O75608 whole entry, looked up): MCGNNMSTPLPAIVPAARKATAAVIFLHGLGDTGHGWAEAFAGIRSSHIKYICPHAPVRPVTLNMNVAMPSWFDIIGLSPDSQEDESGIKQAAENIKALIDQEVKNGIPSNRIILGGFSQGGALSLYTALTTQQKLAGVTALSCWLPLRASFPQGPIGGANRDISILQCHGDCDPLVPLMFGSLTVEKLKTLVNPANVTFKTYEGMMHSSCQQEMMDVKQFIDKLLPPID
PAD4 FP inh = blocks human protein arginine deiminase 4 | recombinant PAD4, RCA probe fluorescence polarization | inhibition, % at 6.36 µM | AID 485272 | Q9UM07 | 330,000 tested, 0.41% active;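 active = percent inhibition above a cutoff equal to the mean of all tested compounds plus 3 SD, cut at about 15% in these data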;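 note: 0% = PAD4 with RCA probe and DMSO and 100% = probe without PAD4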
PREPL inhibitor = inhibitors of human prolyl oligopeptidase-like enzyme PREPL | inhibition, % at 5.96 µM | 320,000 tested, 0.68% active | recombinant PREPL, fluorescence polarization activity-based probe | Q4J6C6; in the data active = inhibition above about 43%;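 note: 0% = enzyme with DMSO and 100% = wells lacking enzyme; many of its hits are not listed in these tables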
EBNA-1 inh = blocks EBNA-1 binding to DNA | EBNA-1 DNA binding, fluorescence polarization | inhibition, % at 14.8 µM | 300,000 tested, 0.34% active | AID 1950; in the data active = inhibition above about 28%
The depositor's hits bear a star; x = no result given. This is a subset (hit frequency here may not be typical).

SMILES	ZTA DNA inh	PAFAH1B3 FP inh	LYPLA2 counter	PAFAH2 FP inh	GSTO1 inh	LYPLA1 counter	PAD4 FP inh	PREPL inhibitor	EBNA-1 inh
Cc1cc(OCC(=O)NCc2cccnc2)c2c(C)c(Cc3ccccc3)c(=O)oc2c1	5	3	-7	1	-9	-11	2	-11	2
N#C/C(=N\Nc1ccc(F)cc1)C(=N)N1CCCCC1	3	3	4	-1	6	5	-4	19	-8
COc1cccc(-c2nn(-c3ccccc3)cc2CN2CCCO2)c1	-24	7	7	0	-2	3	3	2	-14
Cc1cc(OCCCn2cnc3ccccc3c2=O)ccc1[N+](=O)[O-]	10	9	-2	5	-2	1	-3	-1	6
C1CCN=C(NC23CC4CC(CC(C4)C2)C3)CC1	-1	x	3	x	10	2	5	-6	4
O=C(N/N=C/c1ccc(Cl)cc1Cl)Nc1ccccc1	-7	2	1	8	-4	-6	-3	11	23
CN(c1ccc(C(=O)Nc2ccc(F)cc2F)cc1)S(=O)(=O)c1ccccc1	4	5	-9	1	-1	-2	-3	3	-5
O=C(CN(C(=O)c1csnn1)c1cccc(F)c1)NCc1ccc2c(c1)OCO2	10	6	-2	7	5	-2	5	1	-20
CCOC(=O)c1cc(-c2ccccc2)n(CC2CC(c3ccc(OC)cc3)=NO2)n1 (configuration not stated)	-6	4	0	-2	1	2	-2	-16	10
COc1ccc(N=Cc2c(O)n(-c3cccc(C)n3)c(=O)c3ccccc23)c(OC)c1	-13	-3	1	-4	13	3	0	8	2
O=S(=O)(NCc1cc(-c2ccccc2)no1)c1ccc(Cl)cc1	7	8	3	1	-2	1	-6	-55	4
O=[N+]([O-])c1cccc(C(=Nc2ccc(Cl)cc2)NO)c1	16	3	-3	2	0	-2	4	4	0
CCc1cccc(C)c1NC(=O)CCCN1C(=O)CN(C)C1=O	17	11	2	-2	x	0	-3	3	x
CC(=O)N1CCCc2cc(S(=O)(=O)N3CCCC(C(=O)NCc4ccc(C)cc4)C3)ccc21 (configuration not stated)	-9	8	2	-3	4	2	-1	13	-7
CNC(=S)N1N=C(c2ccccc2)CC1c1ccc(OC)c(OC)c1 (configuration not stated)	-8	-1	4	-5	-2	0	-3	-2	8
O=C1OC(CCl)CN1Cc1c(Cl)cccc1Cl (configuration not stated)	13	0	5	0	-2	-1	3	-14	10
CCN(CCN1CCCC1)C(=O)C1CCC(=O)N(CCCN2CCOCC2)C1 (configuration not stated)	-3	-1	3	0	-6	2	1	2	-11
COc1ccc(CNc2ncnc3c2[nH]c2ccccc23)cc1	-10	x	-14	x	-7	-15	-3	25	-6
Cc1cccc(NC(=O)c2nc[nH]c2C(=O)N[C@@H](C)C(=O)OC(C)(C)C)c1	-3	-3	-13	-2	4	-8	3	9	1
CC1(C)CC(=O)C(N=Nc2cc(S(=O)(=O)N3CCOCC3)ccc2Cl)=C(O)C1	-8	x	2	x	13	3	1	7	10
CN(C)/C=N/c1cc(=O)[nH]c(=O)n1C	-7	-1	5	-4	2	7	-3	6	8
COc1ccccc1NC(=O)c1ccc(NC(=O)CSc2ncn[nH]2)cc1	2	11	7	-9	-4	-1	2	-1	4
Cc1ccc(Cl)cc1N1CCN(C(=O)C2CCC(=O)N(C3CCCCCC3)C2)CC1 (configuration not stated)	-2	-7	3	-4	2	3	-2	41	5
O=C(NC1CCCCC1)c1ccc(-c2ccc(Cl)cc2)o1	0	7	0	1	8	-3	0	8	-1
CCC(=O)n1nc(-c2cccnc2)nc1NCc1ccc(F)cc1	1	5	5	0	1	1	0	5	1

Continuation.
SMILES	ZTA DNA inh	PAFAH1B3 FP inh	LYPLA2 counter	PAFAH2 FP inh	GSTO1 inh	LYPLA1 counter	PAD4 FP inh	PREPL inhibitor	EBNA-1 inh
O=C(CSc1nnc(-c2cccnc2)s1)Nc1ccc(C(=O)O)cc1	-9	1	2	-6	5	1	-4	0	2
COc1cc(S(=O)(=O)NCc2ccncc2)ccc1Br	1	3	9	3	-6	-2	-4	4	4
CCn1cc([N+](=O)[O-])c(C(=O)Nc2ccn(Cc3ccccc3F)n2)n1	9	-2	-3	3	1	-1	-3	0	7
O=C(NCCOc1ccc(F)cc1)C1CCC(=O)N(CCCN2CCOCC2)C1 (configuration not stated)	20	4	1	-1	5	3	-2	13	6
Cc1c(NC(=O)Cn2cc([N+](=O)[O-])cn2)c(=O)n(-c2ccccc2)n1C	-11	2	0	-4	10	-4	-1	4	6
CN1CCN(CCNC(=O)Nc2ccccc2[N+](=O)[O-])CC1	2	5	4	4	5	0	1	5	-2
Oc1cc2ccccc2cc1-c1n[nH]c(=S)o1	2	21	1	22	14	2	0	9	-5
Cc1ccc(-n2c(C)cc(/C=N/NC(=O)Cn3c4ccccc4c(=O)c4ccccc43)c2C)cc1	12	-9	-30	-20	-22	-24	-5	-19	9
Cc1ccc2cc(CN(CC3CCCO3)S(=O)(=O)c3c(C)ccc4nsnc34)c(=O)[nH]c2c1 (configuration not stated)	12	9	6	1	-1	1	-4	6	-2
O=[N+]([O-])c1ccc(N/N=C/c2cccnc2)cc1	-9	-6	7	-1	-1	5	-2	-8	-2
COC(=O)c1cccnc1-n1c(=O)c2cccnc2n(Cc2ccc([N+](=O)[O-])cc2)c1=O	-8	-1	5	5	-2	2	0	18	6
Cc1c(CCC(=O)N[C@@H](CCCNC(N)=O)C(=O)O)c(=O)oc2cc3oc4c(c3cc12)CCCC4	3	5	-1	3	-5	-4	-2	20	11
COc1ccc(Cl)cc1NC(=O)COC(=O)c1cc(NS(=O)(=O)c2cccs2)ccc1O	-10	-4	-16	3	7	-10	0	10	11
O=c1c2cc3c(=O)n(CC4CCCO4)c(=O)c3cc2c(=O)n1CC1CCCO1 (configuration not stated)	-19	11	-2	2	4	-2	0	-5	-1
O=C(NCc1ccccn1)c1cn(CCc2ccccc2)nn1	8	6	-3	0	8	3	3	5	0
Cc1ccc(N2CC(C(=O)Nc3c(C)n(C)n(-c4ccccc4)c3=O)CC2=O)cc1 (configuration not stated)	0	4	5	1	-1	0	1	0	0
Fc1ccc(CNCc2ccco2)cc1	-7	11	1	-1	1	1	-8	14	-16
Cn1c(=O)cc(SCC(=O)N2CCCC2)c2ccc(Cl)cc21	5	-3	1	12	2	0	1	16	6
O=C(NC(=S)Nc1ccccc1[N+](=O)[O-])c1ccco1	13	4	4	1	11	1	-1	-1	3
N/C(=N\OC(=O)CCC1CCCCC1)c1cccnc1	0	6	-1	2	1	-5	1	6	6
C=CCn1cc(C(=O)NCCOC)c(=O)c2cc(S(=O)(=O)N3CCCCCC3)ccc21	10	13	0	11	4	-1	0	6	4
CC(=O)c1cccc(NC(=O)C2(c3ccccc3)CC2(Cl)Cl)c1 (configuration not stated)	-27	7	-2	-5	0	-1	-5	-6	-1
OCCN(CCO)Cc1ccc(Br)cc1	13	5	4	1	0	-1	3	7	4
CCn1c(=O)cc(OCC(=O)Nc2ccc3c(c2)OCCO3)c2ccccc21	0	6	-1	1	-3	1	-1	7	-4
O=C(Cc1ccc(Cl)cc1)c1c[nH]c(C(=O)NCc2cccnc2)c1	1	9	-8	6	10	-6	-11	-32	-16

By substructure, those above with two or more sulfur atoms (3)
SMILES	ZTA DNA inh	PAFAH1B3 FP inh	LYPLA2 counter	PAFAH2 FP inh	GSTO1 inh	LYPLA1 counter	PAD4 FP inh	PREPL inhibitor	EBNA-1 inh
O=C(CSc1nnc(-c2cccnc2)s1)Nc1ccc(C(=O)O)cc1	-9	1	2	-6	5	1	-4	0	2
Cc1ccc2cc(CN(CC3CCCO3)S(=O)(=O)c3c(C)ccc4nsnc34)c(=O)[nH]c2c1 (configuration not stated)	12	9	6	1	-1	1	-4	6	-2
COc1ccc(Cl)cc1NC(=O)COC(=O)c1cc(NS(=O)(=O)c2cccs2)ccc1O	-10	-4	-16	3	7	-10	0	10	11

Just LYPLA2 counter, for some of the entries so far:
molecule	LYPLA2 counter
Cn1c(=O)cc(SCC(=O)N2CCCC2)c2ccc(Cl)cc21	1
O=C(NC(=S)Nc1ccccc1[N+](=O)[O-])c1ccco1	4

Later entries.
SMILES	ZTA DNA inh	PAFAH1B3 FP inh	LYPLA2 counter	PAFAH2 FP inh	GSTO1 inh	LYPLA1 counter	PAD4 FP inh	PREPL inhibitor	EBNA-1 inh
CCCCNC(=O)C12CCC(C)(C(=O)C1Br)C2(C)C (configuration not stated)	-22	6	5	2	2	-1	-1	9	4
Cc1cc(C(F)(F)F)nn1C(=O)c1cccnc1Cl	2	-2	8	4	-3	-1	3	9	3
Cc1ccc(C(=O)N(C)CC(=O)Nc2ccc(F)c(F)c2F)o1	0	-3	-3	-2	-2	-3	-8	27	-9
C(=N\n1cnnc1)/c1ccccn1	11	8	-8	-1	-2	-2	0	2	4
CCOc1ccccc1NC(=O)NNS(=O)(=O)c1cc(OC)ccc1OC	-7	-9	-2	-6	-2	-4	-3	-4	2
O=C(CN1C(=O)C2CCCCN2C(=O)c2ccccc21)Nc1ccc(F)cc1 (configuration not stated)	0	6	-1	0	10	1	-1	2	1
CCCNC(=O)Nc1nnc(C2CC2)s1	9	-1	-5	-4	5	-5	0	2	0
COc1ccc(-n2c(C)csc2=S)cc1	-3	4	5	-1	3	4	-9	-4	0
COc1cc(OC)cc(C(=O)NCCCCCCNC(=O)c2cc(OC)cc(OC)c2)c1	-10	-2	4	7	x	4	3	0	x
CC1CCCCN1C(=O)c1ccccc1OC1CCN(S(C)(=O)=O)CC1 (configuration not stated)	-7	-3	2	-1	1	5	-3	-4	-8
Cc1nc(Oc2ccc(S(=O)(=O)N3CCOCC3)cc2Cl)c2c3c(sc2n1)CCCC3	6	1	0	-2	3	-2	-1	36	-3
CCOC(=O)c1cc(-c2cccc([N+](=O)[O-])c2)nc2[nH]c(=O)[nH]c(=O)c12	1	11	-5	1	30	2	-3	20	13
CN(CCN(C)C(C)(C)C)C(=O)C(c1ccccc1)c1ccccc1	-17	3	6	-30	6	0	2	11	-10
CNC(=O)c1ccc(-c2ccccc2)s1	-1	7	-5	2	-3	0	-4	5	-4
CCN(CC)CCNCc1cc(Cl)c(OCC(=O)Nc2ccccc2)c(OC)c1	0	5	2	2	0	4	-1	5	-1
Cc1ccc(C)c(N2CCN(C(=O)C3CCN(c4nnc(N5CCCC5=O)s4)CC3)CC2)c1	-3	-3	3	3	2	-2	2	40	-10
Nc1ccc2oc3ccc(N)cc3c(=O)c2c1	-11	6	0	10	8	0	-4	24	-9
COC(=O)CCC(=O)Nc1sc(Cc2ccccc2)c(C)c1C(N)=O	-11	7	0	-2	-6	0	1	-3	14
O=c1oc(CCO)cc2ccc(Br)cc12	x	1	x	7	x	x	-7	11	x
COc1cc(OC)cc(C(=O)N[C@H](C(=O)N2CCc3ccccc32)C(C)C)c1	-16	9	3	-11	14	2	-4	-31	-1
CN(C(=O)c1ccc(NC(=O)Cc2ccccc2)cc1)c1ccccc1	-13	9	1	-8	14	0	2	8	4
CSCC[C@H](NC(=O)c1cccnc1)c1nnc2ccccn12	11	8	6	-1	-3	-2	0	1	4
CCN1CCN(Cc2ccc(NC(=O)c3cc(NC(=O)c4cncc(-c5ccc(C#N)cc5)c4)cc(OC)c3)cc2C(F)(F)F)CC1	-6	-7	-44	-59	-37	-18	-16	-15	-11
CCC1(C)Cc2c(sc3nc(SCC(=O)O)[nH]c(=O)c23)CO1 (configuration not stated)	-3	2	6	-1	5	1	-4	15	6
Cc1ncc(CN=Cc2ccc(Cl)cc2)c(N)n1	-8	-3	4	-3	9	0	-3	6	-1
CCCc1cc(=S)n2c([nH]c3ccccc32)c1C#N	-8	-1	7	-2	-121	-1	-1	16	2
N=C1/C(=C/c2ccc(Br)o2)C(=O)N=C2SC(CC(=O)N3CCCC3)=NN12	-6	0	-15	31*	8	-9	-30	-25	7
